Bioassay records as filed in PubChem BioAssay.
V1R ag counter: agonists of human V1a receptor, primary screen, counter-screen for OXTR agonist project, fluorescence, CHO-V1R cells. Fluo-8 calcium fluorescence, agonist mode; 0% DMSO, 100% 3 nM vasopressin. activation, % at 3 µM. 0.25% of 320,000 active. AID 2797, 2010;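 active means activation above the mean activation of all tested compounds plus 3 SD, per screening run, cut at about 20% in these data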;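 further: signal is peak over basal fluorescence ratio across a 100 second FLIPR read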
GPR7 antagonist: GPR7 receptor antagonists, primary screen, cell-based, fluorescence, single concentration; Neuropeptides B/W receptor type 1 (Homo sapiens), P48145; GPR7-expressing cells, fluorescence antagonist assay; inhibition, % at 4.4 µM; 1.1% of 290,000 active; AID 1861, 2009; in the data active means inhibition above about 16%, passing the limit was not always enough;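 further: cells stimulated with the agonist NPW; 0% = agonist with vehicle and 100% = vehicle without agonist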
Target sequence (P48145 whole entry, looked up): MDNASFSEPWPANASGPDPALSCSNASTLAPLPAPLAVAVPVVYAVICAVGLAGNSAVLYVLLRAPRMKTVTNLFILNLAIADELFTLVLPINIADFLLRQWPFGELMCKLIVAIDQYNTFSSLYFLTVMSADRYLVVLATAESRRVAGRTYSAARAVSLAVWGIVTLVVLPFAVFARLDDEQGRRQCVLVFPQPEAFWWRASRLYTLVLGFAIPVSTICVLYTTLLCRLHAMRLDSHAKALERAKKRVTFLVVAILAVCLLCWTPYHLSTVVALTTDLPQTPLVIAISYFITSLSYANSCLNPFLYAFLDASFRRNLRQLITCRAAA
HCV NS3 hel inh: inhibitors of HCV NS3 helicase, primary screen, biochemical, Cy5 molecular beacon fluorescence. Hepatitis C virus NS3 helicase. NS3 helicase DNA unwinding. inhibition, % at 10.9 µM. 0.56% of 290,000 active;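 active means inhibition above the mean of all tested compounds plus 3 SD, set per campaign, cut at about 35% in these data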;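 further: 0% = DMSO wells and 100% = thioflavine S control wells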
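System: NS3 helicase fragment of HCV / Schedule: 1 h at 25 °C / Control set: DMSO alone as 0% and 110 µM thioflavine S as 100% / Reagent: Cy5/quencher beacon DNA duplex and ATP to start / Technique: Cy5 fluorescence / Replication: singlicate / Evaluation: % inhibition of end-to-start signal ratio versus controls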
VIM-2 inhibitor: VIM-2 metallo-beta-lactamase inhibitors, primary screen, biochemical, epi-absorbance readout, Pseudomonas aeruginosa enzyme. AID 1527, 2009. purified VIM-2, nitrocefin hydrolysis, epi-absorbance fluorescence. 0.89% of 290,000 active. inhibition, % at 5.6 µM;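 active means inhibition above the mean of all tested compounds plus 3 SD, cutoff set per screening run, cut at about 7.5% in these data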;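 further: red hydrolysis product quenches plate fluorescence so inhibitors raise well fluorescence; 0% = enzyme with DMSO and 100% = DMSO without enzyme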
GalR3 antag: GalR3 antagonists in HEK293 cells, primary screen, cell-based, fluorescence readout. HEK293 GalR3-CNG cAMP membrane potential fluorescence; galR3 body fused to GalR1 C-terminus. AID 651719, 2012. Galanin receptor type 3 (Homo sapiens), O60755. 0.44% of 360,000 active. inhibition, % at 3 µM;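 active means inhibition above the screen-wide average plus 3 SD, cut at about 13% in these data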;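 further: forskolin and galanin both at EC90 stimulate the cells; cAMP rise reported by CNG channel membrane potential dye signal; 0% = forskolin plus galanin with DMSO and 100% = forskolin alone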
Target sequence (O60755 1-299 limits assumed): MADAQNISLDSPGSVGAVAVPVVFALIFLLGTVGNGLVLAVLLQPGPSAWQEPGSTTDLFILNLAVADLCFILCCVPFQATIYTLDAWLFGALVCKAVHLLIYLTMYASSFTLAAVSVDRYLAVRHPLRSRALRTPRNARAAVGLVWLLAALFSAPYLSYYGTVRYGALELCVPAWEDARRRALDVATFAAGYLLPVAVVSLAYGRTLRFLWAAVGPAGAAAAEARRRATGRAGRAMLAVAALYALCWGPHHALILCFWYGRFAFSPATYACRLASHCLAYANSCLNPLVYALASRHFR
PHOSPHO1 block: PubChem AID 1565; Phosphoethanolamine/phosphocholine phosphatase (Homo sapiens), Q8TCT1; recombinant PHOSPHO1, absorbance phosphatase assay; inhibition, % at 13.3 µM; 1.1% of 290,000 active; in the data active means inhibition above about 60%
Target sequence (Q8TCT1 whole entry, looked up): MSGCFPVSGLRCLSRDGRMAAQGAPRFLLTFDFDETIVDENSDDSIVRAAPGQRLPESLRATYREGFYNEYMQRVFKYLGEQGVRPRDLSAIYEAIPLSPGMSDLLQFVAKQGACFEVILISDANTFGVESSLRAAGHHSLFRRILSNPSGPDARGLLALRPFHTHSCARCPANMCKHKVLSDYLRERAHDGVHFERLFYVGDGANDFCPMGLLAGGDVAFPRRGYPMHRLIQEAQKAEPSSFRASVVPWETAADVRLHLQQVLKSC
DNA FID counter: compounds displacing fluorescent DNA intercalator, primary screen, artefact control for HCV NS3 helicase inhibitor project, biochemical, FID fluorescence | DNA fluorescent intercalator displacement | inhibition, % at 7.9 µM | 0.17% of 290,000 active | AID 1845, 2009; in the data active means inhibition above about 37%;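 further: 0% = vehicle and 100% = reference compound; higher means more ethidium bromide displaced from hairpin DNA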
IMP-1 inh: IMP-1 metallo-beta-lactamase inhibitors, primary screen, biochemical, epi-absorbance readout, Pseudomonas aeruginosa enzyme; metallo-beta-lactamase IMP-1 (Pseudomonas aeruginosa); purified IMP-1, nitrocefin hydrolysis, epi-absorbance fluorescence; inhibition, % at 5.6 µM; 0.45% of 290,000 active;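 active means inhibition above the mean plus 3 SD of all compounds in the same screening run, cut at about 4.5% in these data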;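 further: 0% = IMP-1 with DMSO and 100% = DMSO wells lacking enzyme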
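Material – recombinant IMP-1 enzyme, purified · Amount – IMP-1 0.2 nM before substrate addition · Medium – HEPES buffer pH 7.1 with ZnSO4 and Brij 35 · Timing – 25 °C, 15 min preincubation, 25 min reaction · Measured by – plate fluorescence quenching by hydrolysis product, ex 480/em 530 nm · Read-out – percent enzyme inhibition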
OXTR agonist: human OXTR agonists, primary screen, fluorescence, CHO-OTR cells, Fluo-8 calcium. Oxytocin receptor (Homo sapiens), P30559. Fluo-8 calcium fluorescence; normalized: DMSO 0%, oxytocin 100%. activation, % at 3 µM. 0.32% of 320,000 active. AID 2435, 2010;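 active means activation above the mean of all tested compounds plus 3 SD, cutoff set per screening run, cut at about 20% in these data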;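 further: peak over basal fluorescence ratio from a 100 s FLIPR kinetic read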
Active calls of the source: *; . = not tested or not shown. Compounds as they come, and some 4.3% of all compounds hit somewhere here.

SMILES	V1R ag counter	GPR7 antagonist	HCV NS3 hel inh	VIM-2 inhibitor	GalR3 antag	PHOSPHO1 block	DNA FID counter	IMP-1 inh	OXTR agonist
Cc1ccc(CNc2nc3ccccc3s2)s1	3.4	-14	-6	-2.0	-1	-34	-6	-3.9	-2.1
O=C(NCc1cccnc1)C(=O)NCC1OCCN1S(=O)(=O)c1ccc(Cl)cc1 (stereo unspecified)	0.5	-12	1	-1.2	.	-21	-12	-1.9	-0.8
COc1ccc(C(CNC(=O)c2ccc(NS(=O)(=O)c3cccc([N+](=O)[O-])c3)cc2)N2CCOCC2)cc1 (stereo unspecified)	0.7	-3	-12	-1.4	-2	24	-3	-2.4	0.9
Cc1ccccc1Cn1nc(C)c(NC(=O)c2noc3c2CCCC3)c1C	1.3	-6	-9	-3.3	-7	0	-32	-2.1	1.7
Cc1ccc(Cn2c(SCC(=O)NCC3CCCO3)nc3c(sc4ccccc43)c2=O)cc1 (stereo unspecified)	0.5	-2	-1	-2.0	-1	-9	-6	-3.2	-1.1
CCn1c(SCC(=O)Nc2ccc3c(c2)OCCO3)nc2c(c1=O)SC(C)C2 (stereo unspecified)	-0.7	2	-8	-0.1	3	34	-16	-1.6	-1.2
CN(C)CCOc1cc(Cl)cc(Cl)c1	0.8	-3	2	-2.5	-3	32	-2	-2.4	0.2
Cc1ccc(-c2nnc(SCC(=O)NNC(=O)COc3cccc4ccccc34)n2C)cc1	-0.4	-11	0	-3.2	-3	-15	-8	-4.5	-1.7
O=C(O)COc1ccccc1-c1ccccc1	0.4	-17	-4	-3.0	3	41	-2	-2.9	-0.3
COc1cccc(N2C(=O)C(CC(=O)Nc3ccccc3)N(C3CCCCC3)C2=O)c1 (stereo unspecified)	-0.4	-7	2	-1.6	-8	3	-18	-1.6	0.1
CCCCn1c(N)c(N(CC)C(=O)C(c2ccccc2)c2ccccc2)c(=O)[nH]c1=O	-0.4	-2	7	0.4	-1	15	-14	-0.6	0.8
COc1ccc(NC(=O)CC2C(=O)N(c3ccc(F)cc3)C(=S)N2NC(=O)c2ccc(Cl)cc2)cc1 (stereo unspecified)	2.6	3	-16	-4.4	-11	8	-10	-2.5	1.9
CCOC(=O)C1CCCN(Cc2cc(=O)oc3cc(C)c(C(C)C)cc23)C1 (stereo unspecified)	-0.6	-7	-9	-3.1	-6	-16	-37	-3.0	-1.6
Cc1ccccc1Cn1nc(C)c(NC(=O)c2cc3nc(-c4ccco4)cc(C(F)(F)F)n3n2)c1C	.	2	0	-1.7	2	15	-7	-2.8	.
COCCn1c(SCC(=O)NCc2ccc3c(c2)OCO3)nnc1C(C)C	0.2	-4	11	-1.9	-9	4	-11	-2.1	0.3
CC(C)c1ccc(-c2cc(C(=O)N3N=C(C(F)F)CC3(O)C(F)F)c3ccccc3n2)cc1 (stereo unspecified)	4.1	-7	-9	-2.8	-7	-9	-7	-2.2	1.2
O=C(NNc1c(Cl)cccc1Cl)c1cccs1	-0.8	-9	-16	-2.3	1	15	3	-2.4	-1.6
O=C(CCCn1c(=S)[nH]c2ccccc2c1=O)NC1CCCC1	-0.3	-5	1	-1.4	-4	14	0	-3.0	-1.5
O=[N+]([O-])c1cccc(C(=Nc2cccc(Cl)c2)NO)c1	-0.1	-7	15	-2.8	-7	-7	-1	-2.9	-1.2
CCC[N+](CC#Cc1ccccc1)(CCC)CC(=O)OCC	0.8	5	1	-3.1	-6	-28	-1	-1.4	1.1
COc1ccc(C(=O)NCc2nnc(SCC(=O)Nc3nc4ccccc4s3)o2)cc1OC	0.9	-6	16	-3.9	2	-2	-47	-3.3	-0.6
CC(C)CNS(=O)(=O)c1ccc(CCC(=O)NCc2ccco2)cc1	1.0	-7	6	-2.3	-2	-4	-5	0.1	-0.2
Cn1c(-c2sccc2OCc2ccc(Cl)cc2Cl)n[nH]c1=S	0.3	-18	8	34*	-3	12	-25	-3.5	-1.3
O=C(NCCc1ccccc1)c1cccc(N2C(=O)C3CC=CCC3C2=O)c1 (stereo unspecified)	-0.2	-5	6	1.3	0	1	-4	-0.9	-0.6
O=C(Nc1ccc(Br)c(Cl)c1)C1CC1	1.5	-11	1	2.9	-2	-6	4	-3.8	0.8
CCOc1ccc(NC(=S)N2CCC(N(C)CC3CCCO3)CC2)cc1 (stereo unspecified)	-0.5	-12	-5	-2.6	-2	-12	3	-2.6	-0.6
CCN(c1ccccc1C)S(=O)(=O)c1nnc(NC(=O)c2ccco2)s1	0.7	-1	15	-4.5	2	30	-30	-2.0	0.0
CCCCC1CC(CSC(=N)N)OC1=O (stereo unspecified)	0.6	-2	2	2.6	-3	12	7	0.0	1.2
NC(=O)c1cc(N2C(=O)C3CC=CCC3C2=O)ccc1N1CCCCC1 (stereo unspecified)	-0.1	0	1	-1.7	-5	-10	-21	-0.8	1.2
CCCn1c(N2CCN(S(=O)(=O)Cc3ccccc3)CC2)nc2ccccc21	1.3	-9	4	-4.2	-5	-7	-20	-3.2	-0.2
Cc1cccc(N/N=C(\C(N)=O)C2=NC(C)(C)Cc3ccccc32)c1	-0.3	-9	-5	-1.8	-2	5	-12	-3.1	-2.6
Clc1ccc(-c2csc(-c3ccno3)n2)cc1	-1.2	-3	-6	-2.0	1	8	0	-0.6	-3.2
Cc1ccc(NC(=O)CSC2=C(C#N)C(c3ccc4c(c3)OCO4)CC(=O)N2)cc1C (stereo unspecified)	4.1	-11	3	-1.3	.	-6	-3	-3.5	5.2
CC1CCCC(C)N1CCCNC(=O)CN1C(=O)c2cccnc2Oc2ccc(Cl)cc21 (stereo unspecified)	-1.2	-6	1	-0.7	-1	23	0	-1.8	-0.2
CCC(=O)N(CCC(Cc1ccccc1)c1ccco1)Cc1ccco1 (stereo unspecified)	-1.0	10	9	-0.7	0	21	-33	-3.7	-1.6
CCn1c(SCC(=O)Nc2cc(Cl)ccc2OC)nnc1C1CC1	-0.2	-13	7	-3.2	-8	26	-21	-0.7	-0.2
Cc1noc(NS(=O)(=O)c2ccc(NC(=O)c3nn(-c4ccccc4)ccc3=O)cc2)c1C	1.2	-9	5	-1.1	4	8	-30	0.4	0.5
CCOc1ccc(NC(=O)CCn2ccnc2)cc1	1.0	10	3	0.5	-10	34	-4	-0.7	0.0
O=C(N/N=C/c1cc([N+](=O)[O-])ccc1O)c1cccc2cc[nH]c12	-1.5	-4	15	-4.2	-6	32	0	-4.8	-0.4
Cc1cc(C(=O)Nc2ccc(C(=O)O)cc2)c(-c2ccccc2)o1	1.9	0	-2	-5.5	-3	14	-13	-4.0	-0.1

For convenience, 10 of the compounds above:
SMILES	V1R ag counter	GPR7 antagonist	HCV NS3 hel inh	VIM-2 inhibitor	GalR3 antag	PHOSPHO1 block	DNA FID counter	IMP-1 inh	OXTR agonist
CCCCC1CC(CSC(=N)N)OC1=O (stereo unspecified)	0.6	-2	2	2.6	-3	12	7	0.0	1.2
NC(=O)c1cc(N2C(=O)C3CC=CCC3C2=O)ccc1N1CCCCC1 (stereo unspecified)	-0.1	0	1	-1.7	-5	-10	-21	-0.8	1.2
CCCn1c(N2CCN(S(=O)(=O)Cc3ccccc3)CC2)nc2ccccc21	1.3	-9	4	-4.2	-5	-7	-20	-3.2	-0.2
Cc1cccc(N/N=C(\C(N)=O)C2=NC(C)(C)Cc3ccccc32)c1	-0.3	-9	-5	-1.8	-2	5	-12	-3.1	-2.6
Clc1ccc(-c2csc(-c3ccno3)n2)cc1	-1.2	-3	-6	-2.0	1	8	0	-0.6	-3.2
Cc1ccc(NC(=O)CSC2=C(C#N)C(c3ccc4c(c3)OCO4)CC(=O)N2)cc1C (stereo unspecified)	4.1	-11	3	-1.3	.	-6	-3	-3.5	5.2
CC1CCCC(C)N1CCCNC(=O)CN1C(=O)c2cccnc2Oc2ccc(Cl)cc21 (stereo unspecified)	-1.2	-6	1	-0.7	-1	23	0	-1.8	-0.2
CCC(=O)N(CCC(Cc1ccccc1)c1ccco1)Cc1ccco1 (stereo unspecified)	-1.0	10	9	-0.7	0	21	-33	-3.7	-1.6
CCn1c(SCC(=O)Nc2cc(Cl)ccc2OC)nnc1C1CC1	-0.2	-13	7	-3.2	-8	26	-21	-0.7	-0.2
Cc1noc(NS(=O)(=O)c2ccc(NC(=O)c3nn(-c4ccccc4)ccc3=O)cc2)c1C	1.2	-9	5	-1.1	4	8	-30	0.4	0.5

Other compounds.
SMILES	V1R ag counter	GPR7 antagonist	HCV NS3 hel inh	VIM-2 inhibitor	GalR3 antag	PHOSPHO1 block	DNA FID counter	IMP-1 inh	OXTR agonist
O=C(Cc1ccc(Cl)c(Cl)c1)N1CCOCC1	-0.1	4	1	-0.5	-8	37	-6	-3.3	0.4
CN1CCN(CCOc2ccc(Cc3ccccc3)cc2)CC1	2.6	-18	-26	-1.7	-2	41	27	-2.0	3.6
CC(C)(C)NC(=O)CN(C(=O)CS(=O)CC(=O)Nc1ccc(F)cc1)c1ccccc1F (stereo unspecified)	-0.2	-7	6	-1.6	-3	39	-17	-3.0	-0.1
COCCn1c(C2CCCCC2)nc2sc3ccccc3c(=O)c2c1=O	0.1	-10	-9	-4.5	-6	5	-3	-4.5	-1.5
Nc1ccc(S(=O)(=O)N2CCc3ccccc32)cc1	1.4	0	11	-1.3	-10	19	-1	-2.9	1.3
Cn1nc(-c2ccccc2)cc1NC(=O)Nc1ccc(C(C)(C)C)cc1	1.1	-13	-17	-3.0	0	-12	-5	-2.7	2.7
Cc1ccc(NC(=O)CCCCCCCCCCC2COCCO2)c(C)c1 (stereo unspecified)	1.4	1	13	0.7	-7	10	-9	0.2	-1.3
CCN(CC)c1ccc(C(=O)Nc2cccc(F)c2)cc1	-0.7	-11	-6	-2.2	-2	-8	-7	-6.6	-2.1
Cc1ccc(S(=O)(=O)N2CCN(c3ccc(C(F)(F)F)cc3[N+](=O)[O-])CC2)cc1	1.4	-1	-13	-5.2	-4	-11	-5	-4.7	-1.5
CC(C)[C@H](NS(=O)(=O)c1ccc2c(c1)OCCO2)C(=O)OCC(=O)Nc1ccccc1	4.2	-2	-6	0.7	-8	-10	-12	-1.6	0.3
CCOC(=O)C1CCCN(CCC(=O)Nc2cc(C)cc(C)c2)C1 (stereo unspecified)	7.1	1	-7	-2.7	-4	33	6	-3.0	-1.4
COc1ccccc1C(OC(=O)c1ccco1)C(=O)NC(C)(C)C (stereo unspecified)	-0.3	6	-4	-1.1	-5	9	-2	0.0	-0.8
